S3 lipid droplet – qHTS Assay for Lipid Storage Modulators in Drosophila S3 Cells. Drosophila S3 cells, BODIPY lipid droplet fluorescence, 18-24 h; cells fed with added oleic acid. Potency in µM for hits, for the others lipid storage change, negative = inhibition, % at the top dose, mostly 46.1 µM. 320,000 compounds, 0.64% hits; active means well fitted inhibition curve with a large enough effect in the signal ratio, with a control signal flat, not every such curve was filed as active; inconclusive means small, poorly fitted or top-dose-only effect, or effect the other way, or a change in a side signal; the % refers to the signal ratio
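Drosophila S3 cells loaded with oleic acid (400 uM, as added) and compounds at several concentrations; lipid droplets imaged by 488-nm laser-scanning cytometry, 500–530 nm intensity and object ratio to cell channel. Percent activity normalized to 20 uM Triacsin C.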
S3 lipid droplet cell count max – recorded beside S3 lipid droplet, whose call it bears; cell number change, %; measured here: cell count max response;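 cells counted by Cell Tracker Red CMTPX staining in the red channel; peak over a dose series mostly up to 46.1 µM; percent activity relative to internal control wells on each plate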
Starred values were filed as active, the others as inactive; [ ] = another dose, or the depositor's remark. On the % scale 0 is the no-effect control and ±100 the full control effect; potency means the concentration at half of the fitted maximal effect.

`CCc1ccc(NS(=O)(=O)c2cccc3nsnc23)cc1` gave S3 lipid droplet 1% and S3 lipid droplet cell count max -3.
CCSc1ncc(Cl)c(C(=O)Nc2ccccc2)n1 was read as S3 lipid droplet -5% and S3 lipid droplet cell count max -8.
`Cc1cccc(NC(=S)N(C)Cc2cn(C)c3ccccc23)c1` gave S3 lipid droplet inconclusive.
OCCN1CCN(CC(O)COc2ccc3c(c2)OCO3)CC1 (stereo unspecified) was read as S3 lipid droplet -5% and S3 lipid droplet cell count max 6.
Screening c1ccc(Oc2cc(-c3ccccc3)ncn2)cc1 returned S3 lipid droplet 5% and S3 lipid droplet cell count max -9.
Screening CC(C)N=C1NN=C(c2ccc(Cl)c(Cl)c2)CS1 returned S3 lipid droplet -27% and S3 lipid droplet cell count max -6.
Screening Fc1cccc(-c2cc3nc4c(c(N5CCC6(CC5)OCCO6)n3n2)CCCC4)c1 returned S3 lipid droplet inconclusive.
`COC(=O)c1ccc(NC(=O)C(=O)N2CCN(C(=S)Nc3ccccc3OC)CC2)cc1` gave S3 lipid droplet inconclusive.
For CC(=O)Nc1cccc(NC(=O)c2ccc3c(c2)CCN3S(C)(=O)=O)c1 the results were S3 lipid droplet 20% and S3 lipid droplet cell count max 4.
For Cc1cc(=O)oc2cc(OCC(O)CN3CCN(c4ccccc4)CC3)ccc12 (stereo unspecified) the results were S3 lipid droplet inconclusive.
For CN1C(=S)SC(/[N+]([O-])=C\c2cccs2)C1(C)C (stereo unspecified) the results were S3 lipid droplet inconclusive.
Screening O=C(NCCCn1ccnc1)c1cc2c(s1)CCCCC2 returned S3 lipid droplet inconclusive.
O=C(NNC(=S)NC(=O)c1ccco1)c1ccc(F)cc1 was read as S3 lipid droplet inconclusive.
Screening Cc1ccc(C(=O)N2CCCC2)c(F)c1F returned S3 lipid droplet inconclusive.
`Cc1cc(Cl)c(S(=O)(=O)Nc2cc(S(=O)(=O)N3CCOCC3)ccc2F)cc1OCC(N)=O` gave S3 lipid droplet 9% and S3 lipid droplet cell count max 22.
For O=C(Nc1ccc(N2CCOCC2)nc1)c1c(F)cccc1F the results were S3 lipid droplet inconclusive.
Screening CSc1ccccc1NC(=O)Cn1nc([N+](=O)[O-])cc1C returned S3 lipid droplet inconclusive.
Screening COc1cccc(Nc2ncnc3nc[nH]c23)c1 returned S3 lipid droplet inactive and S3 lipid droplet cell count max 26.
`CCOC(=O)c1cccc(NC(=O)CS(=O)(=O)Cc2nc(-c3cccc(OC)c3)oc2C)c1` gave S3 lipid droplet inconclusive.
`CCC(C)NC(=O)CSc1nnc(-c2ccncc2)n1-c1ccc(OC)cc1` (stereo unspecified) gave S3 lipid droplet inconclusive.

Continued, starting with the last 5 of the part before.
For O=C(Nc1ccc(N2CCOCC2)nc1)c1c(F)cccc1F the results were S3 lipid droplet inconclusive.
Screening CSc1ccccc1NC(=O)Cn1nc([N+](=O)[O-])cc1C returned S3 lipid droplet inconclusive.
Screening COc1cccc(Nc2ncnc3nc[nH]c23)c1 returned S3 lipid droplet inactive and S3 lipid droplet cell count max 26.
`CCOC(=O)c1cccc(NC(=O)CS(=O)(=O)Cc2nc(-c3cccc(OC)c3)oc2C)c1` gave S3 lipid droplet inconclusive.
`CCC(C)NC(=O)CSc1nnc(-c2ccncc2)n1-c1ccc(OC)cc1` (stereo unspecified) gave S3 lipid droplet inconclusive.
Screening CCOc1ccc(CC(=O)Nc2ccc(-c3ccc4nnc(C)n4n3)cc2)cc1 returned S3 lipid droplet inconclusive.
`CCCCC(=O)N/N=C(\C)CC(=O)Nc1cc(Cl)ccc1OC` gave S3 lipid droplet inconclusive.
Screening CN(c1ccc(C(=O)NCCSC(C)(C)C)cc1)S(C)(=O)=O returned S3 lipid droplet inconclusive.
Screening Cc1ccc(C(=O)Oc2cccc(NC(=O)c3ccco3)c2)cc1S(=O)(=O)N1CCC(C)CC1 returned S3 lipid droplet inconclusive.
`COC(=O)c1ccc(C)c(-n2c(=O)n(Cc3ccccc3)c(=O)c3[nH]cnc32)c1` gave S3 lipid droplet 11% and S3 lipid droplet cell count max 9.
COC(=O)CS(=O)(=O)c1cc([N+](=O)[O-])ccc1NC(=O)OC was read as S3 lipid droplet 4% and S3 lipid droplet cell count max 15.
For COC(=O)CN(C)C1CC(=O)N(c2ccc(Cl)cc2)C1=O (stereo unspecified) the results were S3 lipid droplet -1% and S3 lipid droplet cell count max 4.
`CCCc1cc(=O)[nH]c(SCC(=O)N(CCC#N)c2ccc3c(c2)OCCO3)n1` gave S3 lipid droplet inconclusive.
`CCn1c(COc2ccccc2C)nnc1SCC(=O)CC(=O)Nc1ccccc1OC` gave S3 lipid droplet inconclusive.
Screening O=C1/C(=C/c2ccc(O)cc2)CCc2ccc([N+](=O)[O-])cc21 returned S3 lipid droplet -1% and S3 lipid droplet cell count max -15.
COc1cccc(CC(NC(C)=O)C(=O)NC2CCN(S(=O)(=O)c3ccc(NC(C)=O)cc3)CC2)c1 (stereo unspecified) was read as S3 lipid droplet inconclusive.
CC(=O)N1CCN(CCN=CC2=C(O)CC(c3ccco3)CC2=O)CC1 (stereo unspecified) was read as S3 lipid droplet inconclusive.
`COc1cccc(CN2CCC(n3nccc3NC(=O)CCOc3ccccc3)CC2)c1` gave S3 lipid droplet inconclusive.
`COc1ccc(CCNC(=O)CSc2nnnn2-c2ccccc2OC)cc1OC` gave S3 lipid droplet inconclusive.
`Cc1ccc(C2NC(c3ccc(C)cc3)C(C)C(=O)C2C)cc1` (stereo unspecified) gave S3 lipid droplet 5% and S3 lipid droplet cell count max -3.
For O=C(NCCc1ccccc1)C(=O)NCC1CCNCC1 the results were S3 lipid droplet 3% and S3 lipid droplet cell count max 0.
Screening Cc1ccc(C)c(S(=O)(=O)N2CCN(C(=O)CCc3nc4ccccc4c(=O)[nH]3)CC2)c1 returned S3 lipid droplet inconclusive.
`O=S(=O)(NCc1ccccn1)c1ccc2ccccc2c1` gave S3 lipid droplet inactive and S3 lipid droplet cell count max -16.
COc1cccc(C(=O)NNC(=O)c2ccccc2Br)c1 was read as S3 lipid droplet inconclusive.
For O=C(CN1CCC(C(=O)c2cccc(Cl)c2)CC1)Nc1cccc(C(=O)O)c1 the results were S3 lipid droplet -1% and S3 lipid droplet cell count max 10.
Screening COc1ccc(S(=O)(=O)N2CCOC2CNC(=O)C(=O)NCc2ccccc2OC)cc1 (stereo unspecified) returned S3 lipid droplet inconclusive.
Screening Cc1noc(C)c1COc1ccc(C(=O)OCc2nnc(-c3ccc(Cl)cc3)o2)cc1 returned S3 lipid droplet inconclusive.
Screening CC1CCCCN1C(=O)CN1C(=O)c2ccccc2S1(=O)=O (stereo unspecified) returned S3 lipid droplet inconclusive.
For CCOC(=O)C1CCCN(C(=O)/C=C/c2cc(OC)c(OC)c(OC)c2)C1 (stereo unspecified) the results were S3 lipid droplet inconclusive.
Screening O=C(c1ccc(-c2ccc([N+](=O)[O-])cc2)o1)N1CCCCC1 returned S3 lipid droplet 19% and S3 lipid droplet cell count max -1.
`COCCC(=O)N1CCC(Oc2ccc(C(=O)NC(C)CCn3cccn3)cc2)CC1` (stereo unspecified) gave S3 lipid droplet inconclusive.
Screening O=C(NNC(=O)c1csc(N2CCOCC2)n1)c1ccc(Cl)nc1 returned S3 lipid droplet inconclusive.
C#Cc1ccc(CN2CCC(N3CCC(C(=O)NCc4ccccn4)CC3)CC2)cc1 was read as S3 lipid droplet inconclusive.
Cc1cccc(N(C)S(=O)(=O)c2ccc3c(c2)C(C)(C)C(=O)N3C)c1 was read as S3 lipid droplet 8% and S3 lipid droplet cell count max -29.
For COc1cc(/C=N/Nc2ccc(C(F)(F)F)cn2)ccc1O the results were S3 lipid droplet inconclusive.
Cc1ccc(C)c(S(=O)(=O)N2CCCN(C)CC2)c1 was read as S3 lipid droplet inactive and S3 lipid droplet cell count max 23.
Screening Cc1cccc2cc3c(N)c(C(=O)N4CCOCC4)sc3nc12 returned S3 lipid droplet -1% and S3 lipid droplet cell count max 8.
Screening COc1ccccc1C(=O)Nc1ccc(S(=O)(=O)Nc2cc(C)nc(C)n2)cc1 returned S3 lipid droplet inactive.
`COCCNC(=O)c1c[nH]c2ccc(S(=O)(=O)Nc3ccccc3F)cc2c1=O` gave S3 lipid droplet inconclusive.
Cc1cccc(N(C(=O)c2ccc(Cl)cc2)C2CS(=O)(=O)CC2OC(=O)c2ccc(Cl)cc2)c1 (stereo unspecified) was read as S3 lipid droplet -1% and S3 lipid droplet cell count max -8.
O=C1CC(N2CCOCC2)C(=O)N1c1ccc(Cl)cc1 (stereo unspecified) was read as S3 lipid droplet -11% and S3 lipid droplet cell count max 7.
Screening CCCC(NC(=O)C(C)NC(=O)CO/N=C1\C=C2CCC3C4CCC(C(C)=O)[C@@]4(C)CCC3[C@@]2(C)CC1)C(=O)O (stereo partly specified) returned S3 lipid droplet inconclusive.
Cc1ccc(C=Nc2ccccc2C(N)=O)s1 was read as S3 lipid droplet -20% and S3 lipid droplet cell count max -2.
Screening CCOc1ccc(S(=O)(=O)NCCC(=O)N2CCCCCCC2)cc1 returned S3 lipid droplet inconclusive.
Screening CCOC(=O)c1ccc(NC(=O)c2nc(SC)ncc2Cl)cc1 returned S3 lipid droplet inconclusive.
`CCOc1ccccc1NC(=O)c1cccc(N2C(=O)CCC2=O)c1` gave S3 lipid droplet inconclusive.
`COc1cc(C(=O)NCCC(=O)NC(C)C)cc(OC)c1OC` gave S3 lipid droplet inconclusive.
Cc1cccc(N2CCN(S(=O)(=O)c3ccc4c(c3)CCN4C(=O)CCC(=O)O)CC2C)c1 (stereo unspecified) was read as S3 lipid droplet inconclusive.
For O=C(CSc1ccc(-c2ccc(-n3cccn3)cc2)nn1)Nc1ccc([N+](=O)[O-])cc1 the results were S3 lipid droplet 16% and S3 lipid droplet cell count max 8.
For CCN1C(=O)[C@H]2[C@H]3[C@H](O)[C@H](O)C/C(=N\OC[C@@H](C)[C@H](OCc4ccccc4)C(C)C)[C@@H]3CC[C@H]2C1=O the results were S3 lipid droplet inconclusive.
`COC(=O)C1=C(O)CSC1=Nc1ccccc1` gave S3 lipid droplet inconclusive.
Screening Cn1ncc([N+](=O)[O-])c1C(=O)Nc1ccccc1 returned S3 lipid droplet 19% and S3 lipid droplet cell count max -9.
`CC1(C)CC(=O)C=C(c2cccc(CO)c2)C1` gave S3 lipid droplet inactive and S3 lipid droplet cell count max -10.
Screening O=C(NC(=S)NCc1ccco1)c1ccc(Br)cc1 returned S3 lipid droplet inconclusive.
O=C(O)c1cccc(NC(=O)c2ccc3c(c2)C(=O)N(Cc2ccco2)C3=O)c1 was read as S3 lipid droplet 9% and S3 lipid droplet cell count max -1.
CC1CCN(C(=O)c2ccc(N(C)S(C)(=O)=O)cc2)CC1 was read as S3 lipid droplet inconclusive.
For COc1ccccc1/C=N/NC(=O)c1ccc(NC(=O)c2cccc([N+](=O)[O-])c2)cc1 the results were S3 lipid droplet 8% and S3 lipid droplet cell count max 9.
COc1ccc(CC(NC(C)=O)C(=O)NC2CCN(S(=O)(=O)c3ccc(NC(C)=O)cc3)CC2)cc1 (stereo unspecified) was read as S3 lipid droplet inconclusive.
CCOC(=O)c1c(C)n(C)c2ccc(O)c(CN(C)C)c12 was read as S3 lipid droplet -20% and S3 lipid droplet cell count max -3.
Screening CCN(CC)c1ccc(NC(=O)c2ccccc2)cc1S(=O)(=O)Nc1ccccc1OC returned S3 lipid droplet inconclusive.
Screening COc1ccc2oc(C(=O)OCC(=O)N(C)Cc3ccccc3)c(C)c2c1 returned S3 lipid droplet -29% and S3 lipid droplet cell count max -30.
For COC(=O)c1ccc(C(=O)OC)c(NC(=O)CN(c2ccccc2)S(=O)(=O)N(C)C)c1 the results were S3 lipid droplet inconclusive.
Screening Cc1cccc(-c2nnc(NC(=O)c3ccco3)s2)c1 returned S3 lipid droplet 13% and S3 lipid droplet cell count max 15.
CCc1nc(SCC(=O)OC(C)C)c2ccccc2n1 was read as S3 lipid droplet 4% and S3 lipid droplet cell count max -16.
Screening N#Cc1cc(Oc2ccccc2)c(-n2nnc3ccccc32)cc1C#N returned S3 lipid droplet 4% and S3 lipid droplet cell count max 1.
Screening CCCn1nc(NC(=O)c2ccco2)c2cc3ccccc3nc21 returned S3 lipid droplet inconclusive.
O=C(NCCCc1ccccc1)C1CC(=O)N(c2ccc3c(c2)OCCO3)C1 (stereo unspecified) was read as S3 lipid droplet 10% and S3 lipid droplet cell count max 13.
CCC(C)NC(=O)CS(=O)Cc1nc(-c2cccc(C)c2)oc1C (stereo unspecified) was read as S3 lipid droplet -3%[9.22 µM] and S3 lipid droplet cell count max 2.
For CN1C(=O)/C(=C/c2ccc(OCc3ccc(F)cc3)cc2)N(C)C1=S the results were S3 lipid droplet -18% and S3 lipid droplet cell count max -6.
COc1cccc(-c2coc3cc4oc(=O)c(CCC(=O)O)c(C)c4cc23)c1 was read as S3 lipid droplet inactive.
CC12CCC(C(=O)Nc3cc(Cl)ccc3Cl)(C(Br)C1=O)C2(C)C (stereo unspecified) was read as S3 lipid droplet inconclusive.

Quoted from the entries so far, five compounds:
CCc1nc(SCC(=O)OC(C)C)c2ccccc2n1 was read as S3 lipid droplet 4% and S3 lipid droplet cell count max -16.
Screening N#Cc1cc(Oc2ccccc2)c(-n2nnc3ccccc32)cc1C#N returned S3 lipid droplet 4% and S3 lipid droplet cell count max 1.
Screening CCCn1nc(NC(=O)c2ccco2)c2cc3ccccc3nc21 returned S3 lipid droplet inconclusive.
O=C(NCCCc1ccccc1)C1CC(=O)N(c2ccc3c(c2)OCCO3)C1 (stereo unspecified) was read as S3 lipid droplet 10% and S3 lipid droplet cell count max 13.
CCC(C)NC(=O)CS(=O)Cc1nc(-c2cccc(C)c2)oc1C (stereo unspecified) was read as S3 lipid droplet -3%[9.22 µM] and S3 lipid droplet cell count max 2.

This is a subset, so the mix of outcomes need not match the whole.
